Screens (PubChem)
DTT redox prof = compounds producing H2O2 with reducing agent – biochemical, NIH compound library profiling, artefact control for MLSCN library redox annotation, primary screen; DTT-dependent redox cycling H2O2, phenol red/HRP absorbance; 100% = 100 µM peroxide control, 0% = buffer; activation, % at 10 µM; hit rate 0.03% among 200,000; AID 878, 2007;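 active = activation of at least 50% relative to the plate's high and low controls in the primary single-dose screen; inactive = activation below 50%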;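 also: compound incubated with DTT at 0.8 mM final as the reducing agent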
STAT1 act = STAT1 signaling activators, primary screen, cell-based, HTS, luciferase reporter; NIH 3T3 STAT1-luciferase reporter, IFN-gamma, luminescence; 100% = IFN-gamma alone, no compound; activation (% of control), % at 5.5 µM; hit rate 2.6% among 200,000; AID 932, 2007;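 active = activation above the screen-wide mean activation plus 3 SD, cut at about 130% in these data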;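 also: raw ratio to IFN-gamma control signal so 100% means no change and 0% no light; values of inactives mirror those of a sister screen read the other way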
NF-kB neuron act = activators of NF-kB expression in neurons, primary screen, cell-based, HTS. human neuronal cells, NF-kB reporter expression; active compounds read high. fold change at 12.5 µM. hit rate 1.6% among 190,000. AID 1239, 2008; in the data active = fold change above about 3.3
HMGR II inh = inhibitors of E. faecalis class II HMGR, primary screen, biochemical, Enterococcus faecalis; inhibition, % at 10 µM; hit rate 0.41% among 190,000; AID 1066, 2008; purified E. faecalis HMGR, NADPH absorbance 340 nm kinetic;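 active = inhibition above a set limit, the median over all tested compounds plus 3 SD, cut at about 9.5% in these data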;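 also: enzyme runs in reverse so mevalonate oxidation gives rising NADPH absorbance; 0% = complete reaction with DMSO and 100% = background rate lacking mevalonate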
STAT3 blocker = IL-6 driven STAT3 reporter inhibitors, primary screen, U3A cells, luciferase, luminescence, MLSCN library | IL-6 STAT3-luciferase reporter; host cell line lacks STAT1 | inhibition, % at 5.5 µM | hit rate 0.89% among 190,000;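 active = inhibition above the mean inhibition across all screened compounds plus 3 SD, cut at about 44% in these data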;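 also: 0% = DMSO only wells and 100% = 100 µM nifuroxazide control wells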
STAT3 act = IL-6 driven STAT3 reporter potentiators, primary screen, U3A cells, luciferase, luminescence, MLSCN library; IL-6 STAT3-luciferase reporter; 100% = signal with IL-6 EC80 alone; activation (% of control), % at 5.6 µM; hit rate 0.91% among 190,000;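 active = activation above the screen-wide mean of compound activation plus 3 SD, cut at about 130% in these data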;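 also: 0% = background luminescence of wells with medium and substrate only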
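Test system: STAT3-luciferase reporter U3A cells; Detection: reporter luminescence signal; Times: 1 h compound pre-exposure, 6 h IL-6 stimulation, 37 °C; Benchmarks: IL-6-only high control; Also added: IL-6 stimulus at 33 ng/mL final.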
Hsp70 act = Hsp70 transcriptional activators, primary screen, cell-based, HeLa, Hsp70 promoter luciferase, luminescence, 10 µM; HeLa Hsp70 promoter luciferase reporter; scaled: vehicle 0, proteasome-inhibitor control 100%; activation, % at 10 µM; hit rate 0.04% among 200,000; AID 1203, 2008;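 active = activation above the mean across all tested compounds plus 3 SD, cutoff set per campaign, cut at about 5.5% in these data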;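 also: 100% = MG132 at 30 µM as the positive control and 0% = DMSO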
TLR4 MyD88 comp = inhibitors of TLR4-MyD88 association in cells, primary screen, cell-based, HeLa CL3-4, BLA complementation, FRET ratio; Toll-like receptor 4 (Homo sapiens) + Myeloid differentiation primary response protein …; HeLa CL3-4 TLR4/MyD88 BLA complementation; inhibition, % at 8.4 µM; hit rate 0.18% among 200,000; AID 861, 2007; in the data active = inhibition above about 25%;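 also: 0% = vehicle and 100% = reference inhibitor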
Target sequence (O00206 whole entry, looked up): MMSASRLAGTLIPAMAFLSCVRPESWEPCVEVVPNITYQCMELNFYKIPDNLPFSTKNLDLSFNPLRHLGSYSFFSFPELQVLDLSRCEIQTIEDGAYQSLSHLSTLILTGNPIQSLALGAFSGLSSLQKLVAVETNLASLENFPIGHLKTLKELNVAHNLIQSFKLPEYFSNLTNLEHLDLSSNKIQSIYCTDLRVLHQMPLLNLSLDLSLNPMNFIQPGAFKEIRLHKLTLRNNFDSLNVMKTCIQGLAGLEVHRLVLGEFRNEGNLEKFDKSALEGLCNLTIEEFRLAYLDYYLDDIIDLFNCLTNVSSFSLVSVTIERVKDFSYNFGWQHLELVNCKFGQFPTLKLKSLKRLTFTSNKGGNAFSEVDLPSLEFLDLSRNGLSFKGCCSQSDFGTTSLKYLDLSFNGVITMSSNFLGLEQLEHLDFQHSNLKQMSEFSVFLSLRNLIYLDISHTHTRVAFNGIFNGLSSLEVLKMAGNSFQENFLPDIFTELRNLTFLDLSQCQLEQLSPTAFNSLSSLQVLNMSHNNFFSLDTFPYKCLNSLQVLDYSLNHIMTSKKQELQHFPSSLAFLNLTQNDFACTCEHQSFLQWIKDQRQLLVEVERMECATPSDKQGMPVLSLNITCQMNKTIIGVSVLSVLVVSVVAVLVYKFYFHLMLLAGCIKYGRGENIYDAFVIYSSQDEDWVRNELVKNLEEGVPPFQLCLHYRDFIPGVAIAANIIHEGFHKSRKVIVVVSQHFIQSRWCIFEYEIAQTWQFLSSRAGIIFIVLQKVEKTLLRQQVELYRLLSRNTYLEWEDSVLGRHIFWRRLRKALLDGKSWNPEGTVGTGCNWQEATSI
Target sequence (Q99836 whole entry, looked up): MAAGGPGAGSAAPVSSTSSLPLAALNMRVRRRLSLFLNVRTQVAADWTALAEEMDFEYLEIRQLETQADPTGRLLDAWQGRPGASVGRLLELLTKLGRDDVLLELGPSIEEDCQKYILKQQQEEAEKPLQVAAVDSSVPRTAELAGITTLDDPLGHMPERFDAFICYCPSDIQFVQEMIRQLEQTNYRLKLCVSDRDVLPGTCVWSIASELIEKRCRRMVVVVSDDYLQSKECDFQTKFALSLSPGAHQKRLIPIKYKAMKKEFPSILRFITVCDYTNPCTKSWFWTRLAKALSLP
APP 5'UTR act = activators of APP 5'UTR luciferase reporter, primary screen, SH-SY5Y cells; SH-SY5Y APP 5'UTR luciferase reporter, luminescence; zero percent = DMSO vehicle wells; activation, % at 2 µM; hit rate 1% among 190,000;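 active = activation above a set limit, based on mean plus 3 SD of controls, cut at about 140% in these data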; also: values of inactives mirror those of a sister screen read the other way
STAT1 inh = STAT1 signaling inhibitors, primary screen, cell-based, HTS, luciferase reporter | NIH 3T3 STAT1-luciferase reporter, IFN-gamma, luminescence | inhibition, % at 5.5 µM | hit rate 0.35% among 200,000;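 active = inhibition above a set limit, the mean inhibition across all tested compounds plus 3 SD, cut at about 34% in these data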;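 also: 0% = IFN-gamma with DMSO and 100% = IFN-gamma with 300 µM nifuroxazide; values of inactives mirror those of a sister screen read the other way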
An asterisk follows results filed as active; nt = not tested or not shown.

SMILES	DTT redox prof	STAT1 act	NF-kB neuron act	HMGR II inh	STAT3 blocker	STAT3 act	Hsp70 act	TLR4 MyD88 comp	APP 5'UTR act	STAT1 inh
O=C(CSc1nc(O)c(Cc2ccccc2)c(=O)[nH]1)Nc1nc2c(s1)CCCC2	1.4	106	0.94	-7	5	103	-0.3	-6	11	-8
COc1ccc([N+](=O)[O-])cc1NC(=O)Cc1noc2ccc(C)cc12	-2.8	104	0.98	-8	-9	108	-0.4	-12	-3	-7
CCO[C@H]1OC(C(=O)Nc2ccccc2)=C[C@@H](c2csc3ccccc23)[C@@H]1CCCO	-1.2	94	0.93	1	nt	nt	-0.5	-4	-19	8
COc1cc(OC)cc(-c2nnc(SCC(=O)N3CCCC3)o2)c1	0.5	101	1	1	3	104	-0.2	2	-5	-1
CC(=O)NS(=O)(=O)c1ccc(N=c2ssc3c2-c2cc(C)c(C)cc2NC3(C)C)cc1	0.2	105	1.6	-4	-1	101	-0.2	-2	-20	-5
Cc1ccc(C)c(N2CCN(C(=S)NC3CCCCC3)CC2)c1	-0.1	97	1.1	2	2	100	-0.4	-13	0	4
CCOc1ccc(Cl)cc1S(=O)(=O)N1CCN(c2ccc(F)cc2)CC1	-0.3	99	0.8	-5	0	101	-0.3	-10	21	1
O=C(CCS(=O)(=O)c1cccc2nsnc12)N1CC(=O)N(CCc2ccccc2)C(=O)C1	0.1	105	1.1	-1	-3	108	-0.3	-4	39	-6
COc1ccc2[nH]c(=O)c(CN(C3CCCCC3)C(c3nnnn3Cc3ccco3)C(C)C)cc2c1 (configuration not stated)	4.0	105	1.4	0	-4	105	0.9	0	3	-6
CCOc1ccc(N(CCC#N)S(=O)(=O)c2ccc(OC)cc2)cc1	0.3	99	1	1	9	98	0.0	8	7	1
O=C(CNS(=O)(=O)c1ccc(Br)s1)N1CCC(N2CCCCC2)CC1	2.0	101	0.97	0	10	94	-0.3	5	2	-1
CC1(C)C(=O)Nc2ccccc2N1C(=O)COC(=O)c1ccc(Cl)c(S(=O)(=O)NCc2ccccc2)c1	0.2	94	0.5	-1	-8	106	-0.2	-9	-1	2
CCOC(=O)N1CCC(NC(=O)c2cc(C(=O)NCc3cccc(Cl)c3)ccc2CO)CC1	-0.5	89	0.89	-6	32	76	-0.1	-30	-6	12
O=C(COC(=O)CCCN1C(=O)c2ccccc2C1=O)Nc1ncc(Cl)cc1Cl	1.0	99	1	-3	2	106	-0.5	-6	6	1
CCOc1cc(/C=N/NC(=O)c2cccnc2)ccc1OCC(=O)N1CCOCC1	0.4	102	0.96	6	1	102	-0.3	-6	-7	-2
Cc1cc(C)c(S(=O)(=O)N(CC(=O)NCc2cccnc2)C2CCCCC2)c(C)c1	-3.7	90	0.87	-4	-3	107	0.2	8	14	10
Cc1ccccc1NC(=O)Cn1cnc2c1c(=O)n(C)c(=O)n2C	-0.2	97	1.5	-1	-3	104	0.5	-8	2	4
CC(C)OC(=O)c1ccc(N2C(=O)C3CC=CCC3C2=O)cc1 (configuration not stated)	0.5	108	1.4	-2	0	103	0.1	10	-6	-9
Cc1ccc(NC(=O)c2ccc(OC(=O)C(C)Oc3ccc(Cl)cc3C)cc2)cc1 (configuration not stated)	0.5	107	1.5	2	2	100	-0.3	9	88	-8
O=C(COC(=O)c1ccc(S(=O)(=O)NCc2ccco2)cc1)NC1CCCCC1	0.5	96	1.2	-1	-6	102	-0.1	-6	10	4
CCOc1ccc(C(=O)Nc2ccc3c(c2)OCCO3)cc1[N+](=O)[O-]	-1.9	98	1.1	-7	23	82	0.3	-8	19	1
COc1cc(NC(=O)Cn2nc(Cc3cccnc3)c3ccccc3c2=O)cc(OC)c1OC	-1.0	95	1	-2	4	101	-0.4	9	-3	5
COc1cc(CC(=O)Nc2ccc3nc(C)sc3c2)cc(OC)c1OC	0.2	94	1.3	-11	12	92	-0.4	-9	-4	7
COc1ccc(C2CC(=O)C3=C(C2)Nc2ncnn2C3c2ccccc2C)cc1 (configuration not stated)	2.3	98	0.99	-4	16	91	-0.3	11	-8	2

Filtered by structure, the entries above containing a nitro group on carbon (two)
SMILES	DTT redox prof	STAT1 act	NF-kB neuron act	HMGR II inh	STAT3 blocker	STAT3 act	Hsp70 act	TLR4 MyD88 comp	APP 5'UTR act	STAT1 inh
COc1ccc([N+](=O)[O-])cc1NC(=O)Cc1noc2ccc(C)cc12	-2.8	104	0.98	-8	-9	108	-0.4	-12	-3	-7
CCOc1ccc(C(=O)Nc2ccc3c(c2)OCCO3)cc1[N+](=O)[O-]	-1.9	98	1.1	-7	23	82	0.3	-8	19	1

Next compounds
SMILES	DTT redox prof	STAT1 act	NF-kB neuron act	HMGR II inh	STAT3 blocker	STAT3 act	Hsp70 act	TLR4 MyD88 comp	APP 5'UTR act	STAT1 inh
O=C(NCC1CCCO1)C1CCN(S(=O)(=O)Cc2ccccc2)CC1 (configuration not stated)	1.3	103	1.1	-1	2	100	-0.2	7	1	-3
COc1ccccc1NC(=O)CCCc1c[nH]c2ccccc12	0.6	105	1.3	1	16	89	-0.2	1	1	-5
S=C(c1ccccc1)N(c1ccccc1)c1ccccc1	2.0	99	0.88	-4	16	96	0.1	11	-3	1
O=C(N/N=C/c1ccc2ccccc2c1)c1ccc(COc2ccc3c(c2)CCC3)o1	-9.9	115	1.2	-4	3	99	-0.1	-5	13	-17
COc1ccc(CNC(=O)/C=C/C(=O)O)cc1OC	-0.1	109	1	0	-5	107	-0.2	-1	-7	-11
CC12CC3CC(C)(C1)CC(C(=O)NC(=S)N1CCCCC1)(C3)C2	0.5	101	1.1	0	5	102	-0.3	-1	-6	-2
c1coc(CNCC2OCCc3ccccc32)c1 (configuration not stated)	1.6	104	0.9	-3	8	95	-0.1	-11	-2	-4
COCCCNC(=O)Cn1nnc(-c2ccccc2NC(=O)c2ccc(F)cc2)n1	-0.7	97	1.3	-6	23	85	-0.3	-16	1	3
Cc1ccc(Nc2nnc(SCC(=O)NCc3ccco3)s2)cc1	-2.7	101	1.1	-5	5	99	-0.2	16	9	0
COc1ccc2c(c1)OCC1=C2CCC2(C)C(=O)CC=C12 (configuration not stated)	2.8	100	0.78	-5	-34	130	0.2	-8	24	0
O=C(/C=C/c1ccccc1)Nc1ccc(CN2CCOCC2)cc1	0.6	122	1.9	-1	-5	100	-0.1	-11	35	-24
COc1ccc2c(c1[N+](=O)[O-])CCC/C2=N/OC(=O)c1cccc2ccccc12	0.0	92	0.82	-2	15	90	-0.1	14	9	9
CCOC(=O)c1sc2cc([N+](=O)[O-])cc(SCC(=O)OC)c2c1N	-0.1	100	1.2	-3	8	94	-0.3	-10	13	0
Cc1ccc(S(=O)(=O)N(C)C)cc1NC(=O)/C=C/c1cccs1	-0.1	97	0.91	1	3	96	-0.5	-13	0	4
O=C(Cn1cnc2c(nnn2Cc2ccc(F)cc2)c1=O)N1CCN(c2ccccc2)CC1	-3.8	101	0.88	-3	-6	108	-0.3	8	-8	-1
Cc1csc2c(C#N)c(=O)c3c(n12)CCC3	2.5	89	1	-5	-5	107	0.4	10	5	12
Cc1ccc([N+](=O)[O-])cc1S(=O)(=O)N1CCNCC1	-0.9	91	1.5	-4	11	98	0.0	-16	20	10
O=C(Cn1ccc2ccccc2c1=O)NCCC(=O)N1CCN(c2cccc(Cl)c2)CC1	0.1	97	0.88	0	9	96	-0.3	-4	1	3
CCOc1cccc(=O)c2c(C)n(CC3CCCO3)c(C)c12 (configuration not stated)	0.1	96	1.3	-2	6	97	0.1	0	-1	4
COc1ccc2c(c1OC)C(=O)OC2Nc1nc(-c2ccc(-c3ccccc3)cc2)cs1 (configuration not stated)	0.0	181*	11*	-6	-7	104	-0.2	-22	179*	-91
COc1cccc(C=Nc2ccc(C)c(F)c2)c1O	0.0	97	1.1	-3	-5	108	0.0	-2	7	4
COc1ccc(N2CCN(c3ncccc3C#N)CC2)cc1	-0.4	102	1.1	-2	14	90	-0.2	-4	-24	-2
Cc1ccc(Oc2nccc(-c3ccc(Cl)cc3)n2)cc1	-2.2	114	1.5	-3	9	96	0.3	-13	-17	-15
Oc1ccc(N=Cc2sc3ccccc3c2Cl)cc1	-0.1	108	2.7	-5	9	95	0.0	-5	37	-9
CCOC(=O)c1[nH]cnc1C(=O)Nc1ccccc1C	0.0	105	1.2	-1	26	86	0.1	4	5	-6
Cc1cccn2cc(COc3cccc([N+](=O)[O-])c3)nc12	-1.2	106	1.4	0	18	87	-0.1	-13	22	-7
CCOC(=O)c1c2n(c3ccc(O)cc13)CCCCC2	1.7	98	0.83	0	11	94	-0.1	-11	10	2
CC(=O)c1c(O)cc2n(c1=O)-c1ccc(Cl)cc1C2(C)C	0.3	103	0.99	-2	-1	104	-0.1	-10	1	-3
CCOC(=O)C1=C(C)OC(N)=C(C#N)C1c1cc(SCC)oc1C (configuration not stated)	0.1	79	1.1	-6	1	104	-0.1	4	10	24
O=C(O)c1cc(-c2c[nH]c3ccccc23)nc2ccc3ccccc3c12	0.5	89	1.2	-1	-49	142*	-0.4	10	11	11
Cc1ccccc1NC(=O)Cn1c(=O)sc2ccccc21	-0.7	89	1.3	5	6	98	-0.2	-5	1	10
CC(C)CC(O)C1CCN(C(=O)CCc2nnc(-c3ccccc3)o2)CC1 (configuration not stated)	-0.8	98	1.2	5	3	100	0.1	-11	10	1
CCc1cccc(CC)c1NC(=S)N1CCn2cccc2C1c1ccncc1 (configuration not stated)	-1.0	106	0.9	-10	5	105	-0.1	-7	-3	-9
O=C(O)c1nn(-c2ccccc2)nc1-c1nn(-c2ccccc2)nc1C(=O)O	2.2	99	0.86	-5	3	100	-0.3	-8	-13	1
CCc1nnc(NC(=O)CSc2nnc(-c3cccnc3)n2CCc2ccccc2)s1	-0.2	104	0.91	-1	16	91	-0.2	-4	13	-5
O=C(CCNS(=O)(=O)c1cccs1)NCc1cccs1	-1.1	98	1.3	-2	2	102	-0.1	-10	11	2
Cc1ccc(C2C3=C(CCCC3=O)OC3=C2C(=O)CCC3)cc1	-0.6	85	0.9	-6	19	87	-0.2	-4	3	17
COc1ccc(/C=N/NC(=O)Cn2nc(C)c([N+](=O)[O-])c2C)cc1	-0.2	106	0.99	0	-5	102	-0.4	-5	-5	-7
COc1ccc(CNn2c(-c3cccc(C)c3)nc3ccccc3c2=O)cc1OC	0.1	102	0.44	-3	0	101	-0.5	3	0	-1
O=C(Nc1cccnc1)c1ccc(Br)s1	-3.0	86	1.3	-3	27	80	0.0	-6	5	15
CNC(=S)N/N=C(\C)c1ccc(Cl)c(Cl)c1	0.2	101	1	-7	24	84	0.2	-10	1	-4
